# S1P4 antag – blocks the human S1P4 receptor; inhibition, % at 4.98 µM; AID 1510; S1P4-expressing cells, antagonist mode, reporter read-out; O95977; hit rate 0.26% among 220,000; in the data active means inhibition above about 29%;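 further: 0% = wells stimulated with agonist and 100% = vehicle wells without agonist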
# Target sequence (O95977 whole entry, looked up): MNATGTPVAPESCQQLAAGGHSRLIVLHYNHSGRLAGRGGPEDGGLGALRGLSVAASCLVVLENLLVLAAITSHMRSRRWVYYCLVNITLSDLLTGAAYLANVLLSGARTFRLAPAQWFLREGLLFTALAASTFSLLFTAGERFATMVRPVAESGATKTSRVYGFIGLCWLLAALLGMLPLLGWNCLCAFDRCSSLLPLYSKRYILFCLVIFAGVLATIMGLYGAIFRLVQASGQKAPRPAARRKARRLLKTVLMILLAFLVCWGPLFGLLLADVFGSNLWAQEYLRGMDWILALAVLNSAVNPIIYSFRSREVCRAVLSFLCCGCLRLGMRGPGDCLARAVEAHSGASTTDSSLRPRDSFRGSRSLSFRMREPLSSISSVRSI
# EP2 mod – modulates human prostaglandin E2 receptor EP2 signaling; EP2-expressing cells, cAMP HTRF FRET, PGE2 co-stimulation; induction, % at 25 µM; hit rate 0.83% among 260,000; AID 940;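 active means compounds whose cAMP rise, as percent of the full-agonist control response, exceeds 60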;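 further: rat C6 glioma line stably carrying human EP2 under a CMV promoter; the protocol text gives 20 µM as final concentration; 100% = response of wells given 1 µM PGE2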
# Target sequence (P43116 whole entry, looked up): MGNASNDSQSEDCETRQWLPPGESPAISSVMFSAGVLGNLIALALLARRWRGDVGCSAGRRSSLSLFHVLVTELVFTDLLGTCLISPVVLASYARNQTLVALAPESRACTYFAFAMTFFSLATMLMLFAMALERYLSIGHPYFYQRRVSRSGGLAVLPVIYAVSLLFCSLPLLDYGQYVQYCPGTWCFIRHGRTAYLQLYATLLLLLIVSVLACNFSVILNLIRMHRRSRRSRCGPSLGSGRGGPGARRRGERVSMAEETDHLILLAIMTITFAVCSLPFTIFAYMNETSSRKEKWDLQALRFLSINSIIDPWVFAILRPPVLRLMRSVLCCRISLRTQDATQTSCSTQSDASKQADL
# Ba/F3 V617F tox – lowers viability of Ba/F3 cells expressing EpoR and JAK2V617F | ATP luminescence | inhibition, % at 5.6 µM | hit rate 1.1% among 220,000 | AID 1446;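 active means inhibition above the campaign mean plus 3 SD over all tested compounds, cut at about 24% in these data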;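 further: cytokine-independent growth of Ba/F3 cells driven by EpoR plus mutant JAK2; 0% = DMSO-treated cells and 100% = JAK inhibitor I control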
# zfTRPN1 agonist – activates the zebrafish TRPN1 channel; HEK293 zebrafish TRPN1-YFP, Fluo-8 calcium fluorescence; 100% = response to 87 µM carbachol; activation, % at 3 µM; hit rate 0.18% among 220,000;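 active means activation above its plate's cutoff, the mean activation of test wells on that plate plus 3 SD, cut at about 19% in these data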;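 further: 0% = DMSO alone and 100% = 87 µM carbachol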
#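 Material – zebrafish TRPN1-YFP in HEK293 cells · Doses – 3 µM single point · Schedule – dye 1 h 37 °C plus 30 min RT · Signal – Fluo-8 calcium fluorescence, excitation 470-495 nm, emission 515-575 nm · Read-out – % activation versus carbachol response · Control set – carbachol high, DMSO low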
# m-calpain inh – calpain II (pig) inhibition; purified calpain II, fluorogenic peptide substrate, 30 min; inhibition, % at 16 µM; hit rate 0.37% among 220,000; AID 1236;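 active means inhibition above about 50%, limit read from the data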
# S1P4 agonist – agonists of human S1P4 receptor | O95977 | S1P4-expressing cell line, agonist reporter assay | activation, % at 4.98 µM | hit rate 0.35% among 220,000 | AID 1509; in the data active means activation above about 11%;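 further: 0% = DMSO vehicle and 100% = reference agonist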
# BaF3 parental – counter-screen for JAK2V617F inhibitors: parental Ba/F3 viability inhibitors; inhibition, % at 5.6 µM; CellTiter-Glo ATP luminescence; hit rate 1.1% among 220,000;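 active means inhibition above a per-campaign cutoff, the mean inhibition of all tested compounds plus 3 SD, cut at about 27% in these data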;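 further: 0% = DMSO wells and 100% = JAK Inhibitor I control wells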
# PERK inh – human PERK inhibition, primary cell-based screen. hit rate 0.17% among 220,000. inhibition, % at 5.6 µM. CHO PERK-DD fusion, SEAP luminescence translation reporter. Q9NZJ5. AID 1416;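 active means inhibition above the mean inhibition of all tested compounds plus 3 SD, set separately per screening campaign, cut at about 2.9% in these data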;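 further: PERK kinase domain activated by AP20187 dimerizer at 100 nM; 0% = DMSO with dimerizer and 100% = rapamycin at 8.4 µM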
# TRPML3 ag – activates the human TRPML3 channel | Q8TDD5 | HEK293 TRPML3-YFP, Fluo-8 calcium fluorescence; 100% = the carbachol control signal | activation, % at 3 µM | hit rate 0.29% among 220,000 | AID 1448;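 active means activation above its plate's cutoff, the mean activation of the plate's test wells plus 3 SD, cut at about 12% in these data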;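 further: 0% = DMSO only wells and 100% = carbachol wells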
#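 Material: HEK293 cells stably carrying human TRPML3-YFP; compound dosing: single dose, 3 µM final nominal compound, 0.3% DMSO final; incubation: 1-h 37 °C dye load, 5-s basal, 120-s post-compound reads; technique: Fluo-8 intracellular calcium fluorescence, excitation 470-495 nm, emission 515-575 nm; read-out basis: percent activation from peak-to-basal fluorescence ratio, scaled between DMSO and carbachol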
# An asterisk follows results filed as active; . = no result given.
SMILES,S1P4 antag,EP2 mod,Ba/F3 V617F tox,zfTRPN1 agonist,m-calpain inh,S1P4 agonist,BaF3 parental,PERK inh,TRPML3 ag
COc1ccc(OC)c(C2SCCN2S(=O)(=O)c2cccc(C(F)(F)F)c2)c1 (centres undefined),16,26,4,0.2,-29,0.0,6,-0.3,3.4
Fc1cccc(NC(=S)NCC(c2cccnc2)N2CCOCC2)c1 (centres undefined),-14,17,-2,-0.9,-5,1.5,7,0.5,0.5
O=c1[nH][nH]c(-c2ccccc2O)c1C(C[N+](=O)[O-])c1cccc(Cl)c1 (centres undefined),2,15,10,-0.8,-8,-0.9,5,0.3,-0.1
CCC(NC(=O)c1ccccc1NC(=O)c1ccccc1)C(=O)NNC(=O)CSc1nc2ccccc2o1 (centres undefined),-4,-14,7,-0.2,2,-0.2,12,0.2,-0.3
CC(C)N(C(=O)Cn1cnc2cc([N+](=O)[O-])ccc2c1=O)C(C)C,4,-21,-1,0.0,-6,0.4,5,1.1,0.1
Fc1ccc(CSc2nnc3ccccn23)c(Cl)c1,8,-15,-1,-1.5,23,-0.2,4,1.1,0.3
N=C1/C(=C/c2ccc(-c3cccc(C(=O)O)c3)o2)C(=O)N=C2SC=C(c3ccccc3)N12,-7,-53,1,2.0,14,1.4,5,-0.1,-0.3
COc1cccc(N2C(=O)C3CCCN3C2c2cccs2)c1 (centres undefined),-14,17,2,-0.6,19,0.4,5,-0.5,0.4
CC(=O)Nc1ccc(NC(=O)c2ccccc2CCc2ccccc2)cc1,-27,0,0,1.7,7,1.5,4,0.4,-0.1
CCN(CC)CCC#CC(O)(c1ccccc1)C1CCCCC1 (centres undefined),6,3,-4,1.3,-25,-0.7,6,0.8,0.5
CCN(CC)CCCNC(=O)c1cc(-c2ccc(Cl)cc2)on1,-10,-13,24*,1.2,-4,-1.0,1,-1.2,0.3
COc1ccc(-c2nn(-c3ccccc3)cc2/C=C(/C#N)C(N)=O)cc1[N+](=O)[O-],-10,8,-1,1.8,-70,0.5,6,-0.3,0.8
Cc1ccc(N2Cc3ccccc3C2=S)cc1,-5,5,1,-3.1,13,1.1,9,0.2,-1.0
CCOC(=O)CC1C(=O)NCCN1C(=O)COc1ccc(Br)cc1C (centres undefined),-10,6,-2,-0.6,-5,0.6,0,0.0,-0.1
Cn1c(N)c(C(=O)COC(=O)C2=NNC(=O)CC2)c(=O)n(C)c1=O,3,2,-3,3.0,-9,-0.2,-1,0.9,0.8
Cn1c(Cc2cccs2)nnc1SCC(=O)N1CCc2ccccc21,-7,19,2,-0.7,-73,0.1,3,-0.8,0.4
CCNc1nc(NCC)nc(OCC(=O)O)n1,12,10,0,1.4,8,0.0,5,0.5,0.8
Cc1sc2nc(CSc3cccc(C(F)(F)F)c3)[nH]c(=O)c2c1C,-22,25,-1,-1.0,11,1.1,2,0.4,0.4
COc1ccc(C2CC(c3ccccc3Cl)Nc3ncnn32)cc1OC (centres undefined),-10,10,-5,0.5,-7,-2.2,2,-1.1,1.3
NC(=O)NCc1ccc(F)cc1,-12,27,-1,0.2,-11,0.0,0,0.1,1.2
Cc1sc2nc(CSc3ccccc3)nc(N3CCOCC3)c2c1C,-10,45,0,-2.2,16,1.2,2,-0.3,-0.9
CCCS(=O)(=O)N1CCCC(C(=O)NCCCOC(C)C)C1 (centres undefined),-21,14,2,1.0,14,0.9,2,-0.4,-0.3
Cc1ccc(-c2nnc(CSc3nc4cc5c(cc4cc3C)OCO5)o2)cc1,-5,-47,-5,0.7,1,-1.4,1,1.4,0.6
CCCCNC(=O)/C(C#N)=C/c1cccnc1,-13,0,2,0.9,13,-0.8,7,0.2,0.3
CC(C)(C)NC(=O)[C@H]1CC[C@H]2[C@@H]3CC[C@H]4NC(=O)C=C[C@]4(C)[C@H]3CC[C@]12C,-5,.,-3,-1.7,23,0.4,-1,1.7,-0.3
O=C(NCc1ccc2c(c1)OCO2)c1cc(=O)[nH]c2ccccc12,-18,-16,4,1.8,-12,-0.6,-1,-0.7,0.4
CC1CCN(c2c(NCC3CCC(C(=O)N4CCCCC4)CC3)c(=O)c2=O)CC1 (centres undefined),-28,3,2,-0.4,-11,0.9,0,-0.6,0.0
Cn1c(=O)c2cc3ccccc3nc2n(C)c1=O,6,-14,0,0.2,-154,0.8,2,2.7,-0.8
O=C(Nc1cccc(S(=O)(=O)C(F)F)c1)c1ccc(Cl)c(S(=O)(=O)N2CCOCC2)c1,-26,-19,1,12,3,0.3,3,-0.6,3.5
CCOC(=O)c1cc(C)n(-n2cnnc2)c1C,3,17,-3,0.9,-17,-3.6,1,1.5,0.6
O=C(Cc1cccs1)NCCc1csc(-c2ccccc2)n1,5,-31,-2,-1.9,-24,-0.8,-1,1.2,-0.4
COc1ccc2nc(Nc3nc4cc5c(cc4s3)OCCO5)sc2c1,-22,-14,2,-0.2,-34,6.3,5,1.5,0.3
CC(C)c1ccc2c(c1)[C@H]1OCC[C@H]1[C@@H](c1cccs1)N2,3,2,41*,-1.3,5,1.2,54*,0.7,0.9
CCC(C(=O)Nc1ncc(C)s1)c1ccccc1 (centres undefined),-8,13,0,1.9,13,-0.5,2,1.5,0.1
CS(=O)(=O)c1ccc(C(=O)Nc2ccc(N3CCCC3)cc2)c(Cl)c1,-6,4,-2,0.3,11,2.7,2,0.5,0.2
COCCCNC(=O)CC(NCCCOC)C(=O)O (centres undefined),-6,28,0,-0.3,-2,1.4,4,0.3,1.3

# Profiles from above. Order of values: S1P4 antag | EP2 mod | Ba/F3 V617F tox | zfTRPN1 agonist | m-calpain inh | S1P4 agonist | BaF3 parental | PERK inh | TRPML3 ag
# Cn1c(=O)c2cc3ccccc3nc2n(C)c1=O is listed as 6 | -14 | 0 | 0.2 | -154 | 0.8 | 2 | 2.7 | -0.8
# CC(C)(C)NC(=O)[C@H]1CC[C@H]2[C@@H]3CC[C@H]4NC(=O)C=C[C@]4(C)[C@H]3CC[C@]12C is listed as -5 | . | -3 | -1.7 | 23 | 0.4 | -1 | 1.7 | -0.3
# COc1ccc2nc(Nc3nc4cc5c(cc4s3)OCCO5)sc2c1 is listed as -22 | -14 | 2 | -0.2 | -34 | 6.3 | 5 | 1.5 | 0.3
# CS(=O)(=O)c1ccc(C(=O)Nc2ccc(N3CCCC3)cc2)c(Cl)c1 is listed as -6 | 4 | -2 | 0.3 | 11 | 2.7 | 2 | 0.5 | 0.2

# The listing continues:
SMILES,S1P4 antag,EP2 mod,Ba/F3 V617F tox,zfTRPN1 agonist,m-calpain inh,S1P4 agonist,BaF3 parental,PERK inh,TRPML3 ag
CC(=O)Nc1sc2c(c1C(c1ccc(Cl)cc1)N1CCOCC1)CCCC2 (centres undefined),6,37,2,0.2,-8,0.0,7,-0.8,0.8
S=c1[nH]nc(-c2ccccn2)n1/N=C/c1cccs1,-9,14,-5,-0.7,-7,0.3,5,1.5,0.7
CC(C)(C)C(=O)NC(=C(Cl)Cl)P(=O)(O)O,-13,0,-4,1.4,-14,0.6,3,0.8,0.0
O=C(Nc1nnc(-c2cccs2)o1)c1cccc(C(F)(F)F)c1,6,6,0,21*,23,2.4,3,0.7,0.9
CN(C)c1nc(SCc2ccc(Cl)cc2)nc2c1CCCC2,-7,62*,0,-0.6,3,1.7,6,0.6,-0.2
CN(C)c1ccc(/C=N/N2CCN(c3ccccn3)CC2)cc1,22,-5,35*,-0.1,7,1.2,57*,0.3,-0.5
CCCN1CCN(C(=O)C2CCN(S(=O)(=O)c3ccc4c(c3)oc(=O)n4C)CC2)CC1,0,5,0,1.7,1,-3.3,7,1.0,0.5
CC(=O)O/N=C/c1c(NCc2ccccc2)nc2c(C)cccn2c1=O,0,49,-3,-0.1,-15,-0.7,-3,-1.9,0.1
Cc1ccc(SCc2cn3cc(Cl)ccc3n2)cc1,-2,-31,1,-3.5,-27,0.9,-3,1.3,-1.7
Cn1ccc(/C=N/N=C2/NC(=O)CS2)n1,-1,-43,-5,1.1,-6,0.2,-3,1.3,0.0
CC(C)c1ccc(-c2nc(N3CCCC3)nc3n[nH]c(N)c23)cc1,-3,-6,-2,-0.2,16,0.9,1,0.3,0.5
CCCOC(=O)c1ccc(Oc2cn[nH]c2-c2ccc(O)cc2O)cc1,-8,-32,2,4.4,42,-0.1,1,1.3,1.0
CC(=O)/C(=N/Nc1ccc([N+](=O)[O-])cc1)N1CCCc2ccccc21,7,8,4,1.1,14,-0.7,0,1.3,0.5
CCOC(=O)c1cc(CC)sc1NC(=O)CSc1nc2ccccc2c(=O)n1Cc1ccco1,-15,22,-1,-0.6,-9,0.7,6,0.8,1.2
O=C1c2ccccc2C(=O)N1CCCON1C(=O)c2ccccc2C1=O,-8,3,-1,-0.4,-10,0.9,0,-0.8,-0.3
Cc1nnc(SCc2ccc3c(c2)OCO3)s1,4,2,-3,-0.2,-16,-0.5,3,0.1,0.8
Cc1ccc2c(c1)C(CCN)C(=O)N2Cc1ccccc1 (centres undefined),2,16,2,-0.8,26,1.7,6,-1.6,0.4
O=C(COC(=O)[C@H](Cc1ccccc1)NC(=O)c1cccs1)NC1CCCCC1,-12,3,-2,0.5,7,0.8,1,0.0,-0.2
CCOc1cccc(C(=O)NC(=S)Nc2cccc(NC(=O)c3ccccc3Cl)c2)c1,-14,-63,-5,-0.7,-11,-1.2,3,-0.1,0.4
CCN(C(=O)COC(=O)/C=C/c1c(C)nn(-c2ccccc2)c1C)C1CCS(=O)(=O)C1 (centres undefined),2,14,5,2.3,5,2.3,-7,0.2,-0.3
Cc1ccc(Cl)cc1N1CCN(Cc2nc3c(c(=O)[nH]c(=O)n3C)n2CCc2ccccc2)CC1,2,49,-2,-0.1,-52,-3.8,1,0.1,0.5
CCOc1ccc(/C(O)=C2\C(=O)C(=O)N(c3ccc(OC)cc3)C2c2ccccc2[N+](=O)[O-])cc1 (centres undefined),5,-8,-4,-0.6,-10,0.8,2,-0.5,-0.1
Cc1cccc(C(=O)NC(NC(=S)Nc2ccc(S(N)(=O)=O)cc2)C(Cl)(Cl)Cl)c1 (centres undefined),-15,-13,3,-1.0,22,-2.5,4,0.7,0.6
COc1cccc(-c2cnc(NCc3cc(Cl)ccc3O)n2C)c1,-15,-21,0,-0.8,55*,1.5,7,-0.8,0.9
CC1=CC(=O)N(c2ccn(C)n2)C1=O,-4,-9,-1,-0.7,11,-0.2,0,2.2,0.5
COc1ccc(C2c3c(oc4ccccc4c3=O)C(=O)N2CC2CCCO2)cc1 (centres undefined),5,14,-3,0.5,-21,-0.7,-2,-1.3,-0.1
O=C1C=C(NCCc2ccccc2)C2(CCCCC2)O1,-14,-8,0,-2.0,-2,0.5,17,0.8,1.1
COc1ccccc1NC(=S)N/N=C/c1ccc(O)cc1,-2,-51,9,0.6,17,1.6,6,-2.1,-0.7
N#CC1=C(N)Oc2[nH]c(=S)[nH]c(=O)c2C12C(=O)Nc1ccccc12 (centres undefined),-8,16,-2,0.7,14,1.1,1,0.3,1.0
C=CCn1c(SCC(N)=O)nc(C)cc1=O,-12,68*,-1,-0.7,1,-0.3,5,1.6,1.2
COc1cc(OC)cc(C(=O)N[C@H](C(=O)OCC(=O)NC(C)c2ccccc2)C(C)C)c1 (some centres undefined),0,-4,-1,46*,8,3.5,7,0.0,17*
COc1ccc(C2C(C(=O)c3cccs3)=C(O)C(=O)N2c2cccc(C)n2)cc1OC (centres undefined),4,6,-1,-1.2,-7,0.0,1,1.1,-0.3
NNc1ccc2nnc(C(F)(F)C(F)(F)C(F)(F)F)n2n1,14,-7,2,1.1,16,-1.8,0,0.2,0.4

# From PubChem BioAssay
